# Bioassay records from PubChem BioAssay.
# NCI-60 one-dose screen, 48 h, at 10 µM unless noted. Numbers give growth in % (100 = growth as untreated, 0 = no growth, -100 = all killed).
# SF-295: SF-295 CNS cancer cells. AID 1794758. 79,000 tested, 5.6% active
# SF-268: SF-268 CNS cancer cells; 82,000 tested, 3.1% active
# SNB-19: SNB-19 CNS cancer cells; 81,000 tested, 2.5% active
# HCC-2998: HCC-2998 colon cancer. 79,000 tested, 4.7% active
# PC-3: PC-3 prostate cancer cells; 80,000 tested, 3.9% active; AID 1794754
# SF-539: SF-539 CNS cancer; 81,000 tested, 6.8% active
# U251: U251 CNS tumor cells. 80,000 tested, 5.4% active. AID 1794753
# SNB-75: SNB-75 CNS cancer; 79,000 tested, 5% active
# An asterisk follows results filed as active; x = no result given; & = joins results of further samples. Rule for the calls: active = growth percent below 10; inactive = the rest.
SMILES,SF-295,SF-268,SNB-19,HCC-2998,PC-3,SF-539,U251,SNB-75
COc1cccc(C2C(C#N)=C(N)Oc3cc(N)ccc32)c1 (stereo not drawn),5.3*,47,45,39,25,4.8*,4.8*,3.4*
Cc1cc(C)cc(Nc2n[nH]c(-c3cccnc3)n2)c1,86,94,93,109,95,101,93,82
CCCC1OC1(CC)C(=O)OCC(CC)(COC(=O)C1(CC)OC1CCC)COC(=O)C1(CC)OC1CCC (stereo not drawn),89,99,85,98,71,101,94,91
CSc1ccc2c(c1)N(CCC1CCCCN1C)c1ccccc1S2 (stereo not drawn),58,54,x,34,34,x,34,35
COc1ccc(C2CC(c3ccc(Cl)cc3)=NN2c2ccccc2)cc1OC (stereo not drawn),96,102,99,101,94,104,85,93
c1ccc(-n2ccc(-c3nnnn3Cc3nc4ccccc4[nH]3)n2)cc1,x,92,105,105,93,86,96,78
CC(=O)C(CCN(C)C)c1ccccn1 (stereo not drawn),101,103,104,95,100,100,104,97
Cc1cc(C)c(C)c(O)c1,104,113,105,109,112,102,115,98
COc1cc(/C=N/Nc2ccnc3cc(Cl)ccc23)cc(OC)c1O,-80*,-37*,-24*,-82*,-61*,-85*,-87*,-82*
Cc1cnc(C)c2ccccc12,119,109,108,104,99,100,102,100
Cc1ccc(S(=O)(=O)CCCl)cc1,111,94,97,104,91,100,101,95
Cc1cc2cc3cc(C)c(N)cc3[n+](C)c2cc1N,-4.5*,14,12,9.7*,8.8*,17,6.0*,38
Cc1ccc2[nH]c(=O)cc(N/N=C/c3ccc(Cl)cc3)c2c1,95,118,97,82,88,112,109,149
CCNC(=S)n1nc(SC)c(C(=O)OCC)c1N,98,92,94,116,102,93,109,90
COc1cc(-c2nn(C(C)(C)C)cc2-c2ccnc(NCCCNS(=O)(=O)c3cccc(F)c3)n2)ccc1F,84,82,89,94,65,93,78,72

SMILES,SF-295,SF-268,SNB-19,HCC-2998,PC-3,SF-539,U251,SNB-75
ClC(Cl)=C(Cl)c1ccccc1,100,100,x,x,96,108,106,79
COC(=O)CNC(=O)[C@H](Cc1ccccc1)NC(=O)[C@@H]1CCCN1C(=O)[C@H](Cc1ccccc1)NC(=O)[C@H](C)NC(=O)OCc1ccccc1,101,89,99,106,99,97,96,81
O=C(O)c1cc(Br)c(O)c(Br)c1,101,104,99,105,99,110,95,84
COc1nc(N)nc(Cl)n1,119,109,114,117,104,104,102,92
COc1cc(-c2nn(C(C)(C)C)cc2-c2ccnc(NCCCNS(=O)(=O)c3ccc(Cl)cc3)n2)ccc1F,49,62,81,75,28,87,63,74
CCC(=O)OCCOc1ccc(C(C)(C)C)cc1,109,101,99,123,93,92,101,78
CCOC(=O)c1ccc(N2C(=O)c3ccc(C(=O)O)cc3C2=O)cc1,98,99,103,103,98,101,97,93
COc1ccc(-c2cc(-c3cccnc3)nc3sc4c(=O)n(-c5ccc(C)cc5)cnc4c23)cc1OC,101,100,x,109,91,89,103,75
O=S(=O)(c1ccc(NC(=S)N2CCOCC2)cc1)N1CCCCC1,95,109,105,111,86,109,97,85
O=C(c1ccc(Cl)cc1)C(NCCO)c1ccc(Cl)cc1 (stereo not drawn),103&97,86&99,98&101,101&101,84&82,103&114,102&96,82&90
CCN1CC2=C(Nc3nc(SC)[nH]c(=O)c3C2c2ccc3c(c2)OCO3)/C(=C/c2ccc3c(c2)OCO3)C1 (stereo not drawn),94,109,96,122,106,99,104,93
CCN(CC)CCSC(=O)C(c1ccccc1)C1CCCC1 (stereo not drawn),102,93,x,100,87,106,100,77
Oc1c(C2=NCCc3sccc32)nc2n1CCc1sccc1-2,111,96,104,94,88,106,91,108
CN(C)Cc1c(OC(=O)c2ccc(N)cc2)ccc2ccccc12,112,106,109,100,94,107,101,81
CCCCCCNC(=O)Oc1ccc(/C(=C(/C)Cc2ccc(OC)cc2)c2ccc(OCCN3CCOCC3)cc2)cc1,97,90,94,106,72,103,88,94

# One compound at a time, from the list above. Screens in order: SF-295	SF-268	SNB-19	HCC-2998	PC-3	SF-539	U251	SNB-75
# O=S(=O)(c1ccc(NC(=S)N2CCOCC2)cc1)N1CCCCC1 is entered as 95	109	105	111	86	109	97	85
# O=C(c1ccc(Cl)cc1)C(NCCO)c1ccc(Cl)cc1 (stereo not drawn) is entered as 103&97	86&99	98&101	101&101	84&82	103&114	102&96	82&90
# c1ccc(-n2ccc(-c3nnnn3Cc3nc4ccccc4[nH]3)n2)cc1 is entered as x	92	105	105	93	86	96	78
# Oc1c(C2=NCCc3sccc32)nc2n1CCc1sccc1-2 is entered as 111	96	104	94	88	106	91	108

# A second format for 2 compounds above:
# Values in the order – SF-295	SF-268	SNB-19	HCC-2998	PC-3	SF-539	U251	SNB-75
> COc1nc(N)nc(Cl)n1
 : 119	109	114	117	104	104	102	92
> COc1cc(-c2nn(C(C)(C)C)cc2-c2ccnc(NCCCNS(=O)(=O)c3ccc(Cl)cc3)n2)ccc1F
 : 49	62	81	75	28	87	63	74

# Later entries.
SMILES,SF-295,SF-268,SNB-19,HCC-2998,PC-3,SF-539,U251,SNB-75
COc1ccc(-c2ccc(SCC(=O)NCCc3ccc(S(N)(=O)=O)cc3)nn2)cc1,85,103,77,95,82,89,91,x
Cc1ccc2oc(=O)cc(CSc3nc4ccc([N+](=O)[O-])cc4[nH]3)c2c1,99,93,95,109,93,101,102,x
Nc1nc(Nc2ccncc2)nn1Cc1cccc(Br)c1,100,120,105,114,115,97,112,109
CC(C)(CCC(=S)N1CCOCC1)c1ccccc1,104&91,109&103,106&107,110&99,99&90,94&103,93&103,96&90
CCOC(=O)OC1CCCC(OC(=O)OCC)C1 (stereo not drawn),x,99,103,100,104,105,98,80
O=C1NC(=O)C(C2CCCC2)N1 (stereo not drawn),96,100,91,99,94,x,102,82
C/C(=N/NC(=S)NC1CCCCC1)c1sc(Nc2ccc(C)cc2)nc1C,80,81,75,99,80,72,82,15
O=C(NC1CCCCC1)C(c1ccccc1[N+](=O)[O-])N(C(=O)C1CCc2cc(F)ccc2O1)c1ccc(F)cc1F (stereo not drawn),83,75,18,100,52,81,70,49
Cc1nn(-c2ccccc2)c(Cl)c1/C=N/NC(=O)Cn1c(=O)sc2ccccc21,108,103,101,112,97,102,98,95
CC(=O)Nc1ccc(C(=O)c2ccccc2)cc1,94,97,97,97,62,97,76,81
C=CCC(=O)N[C@@H](/C=C/C(=O)O)Cc1ccc(-c2cc(Cl)cc(Cl)c2)cc1,77,88,98,94,64,98,76,101
O=C(O)c1ccc(=O)[nH]n1,109,125,102,x,103,x,109,98
NC(=Nc1nc(-c2ccccn2)cc2ccccc12)c1ccccn1,18,13,23,x,21,-19*,10,41
CN1C(=O)/C(=C/c2nc(-c3ccccc3F)n3ccccc23)c2ccccc21,96,82,104,97,81,90,82,49
Cc1ccc(NC(=O)c2sc3nc4c(cc3c2N)C(=O)CCC4)c(Br)c1,91,101,100,102,102,109,95,107

SMILES,SF-295,SF-268,SNB-19,HCC-2998,PC-3,SF-539,U251,SNB-75
COc1cc(/C=C/c2nnc(-c3cc(C)[nH]n3)o2)cc(OC)c1OC,x,116,99,109,93,115,100,80
COCCCNC1=C(C#N)C(=O)NC(c2cccs2)S1 (stereo not drawn),96,104,94,108,100,85,100,83
COc1ccc(C2C=C(n3nc(-c4ccccc4)nc3-c3ccccc3)NC(=S)N2)cc1 (stereo not drawn),100,103,105,106,91,102,102,101
C#Cc1cccc(Nc2ncnc3ccc(NC(=O)c4cccs4)cc23)c1,77,76,75,100,90,39,41,45
C/C([O-])=c1\c(C)nn2ccc[n+]12,92,112,91,129,77,97,108,89
COc1ccc(-c2cc(-c3ccc(OC)c(S(N)(=O)=O)c3)[nH]c(=O)c2C#N)cc1,103,96,98,111,97,93,101,92
C=C1CC[C@@H]2[C@]3(C)COC(c4ccccc4)O[C@@H]3CC[C@@]2(C)[C@@H]1C/C=C1/C(=O)OCC1OC(C)=O (stereo partly drawn),-4.5*,35,55,-76*,-41*,-100*,-90*,x
COc1cc2c3c(c4c5ccccc5[nH]c4c2c(OC)c1OC)C(=O)N(CCO)C3=O,107,95,112,121,103,104,113,107
COCCN1CCC(CO)C1 (stereo not drawn),x,112,103,99,90,117,106,93
COc1cc(-c2nc(SCCC(C)C)nc(Nc3ccccc3Cl)c2C#N)cc(OC)c1OC,100,86,99,109,81,96,106,89
CNC[C@H](O)[C@@H](O)[C@H](O)[C@H](O)CO,93,113,112,105,96,106,100,96
C#Cc1c(I)n(C2OC(CO[Si](C)(C)C(C)(C)C)C3OC(C)(C)OC32)c(=O)[nH]c1=O (stereo not drawn),120,100,94,-76*,-61*,92,3.8*,87
Cc1ccc(Nc2ccc(O)c3c2C(=O)c2ccccc2C3=O)c(S(=O)(=O)O)c1,106,101,103,98,90,102,106,94
Oc1ccc(C(Cc2ccccc2)NCc2ccccc2)c(O)c1 (stereo not drawn),94,101,99,97,85,97,102,95
COc1ccc2c(c1)/C(=C\c1c[nH]c3ccc(OC)cc13)C(=O)N2,74,x,77,49,61,74,56,47

SMILES,SF-295,SF-268,SNB-19,HCC-2998,PC-3,SF-539,U251,SNB-75
CCOc1cc(C=O)cc(I)c1O,107,110,102,110,96,118,79,101
N=C(N)c1ccc(-c2ccc(-c3cccs3)s2)s1,-80*,-29*,-13*,-80*,5.1*,26,-86*,-32*
Cc1cc(N2CCOCC2)nc(NCc2cc(Nc3ccnc4cc(Cl)ccc34)ccc2F)n1,-84*,-52*,-23*,-69*,-30*,-80*,x,-20*
O=S(=O)(NC(=S)Nc1ccccc1)c1ccc(NNc2c3ccccc3nc3ccccc23)cc1,87,87,92,105,72,102,88,91
NC(=S)N/N=C/C(=O)O,72,92,108,104,70,104,102,99
CN1C(=O)N(C)C2C1NN=c1s/c(=C\c3ccsc3)c(=O)n12 (stereo not drawn),25,64,40,74,39,40,31,-7.6*
CCCN=C1Nc2ccccc2C(=O)N2CCC[C@@H]12,101,102,99,103,98,102,98,78
COc1ccc(C(=O)/C=C/c2cn(-c3ccccc3)nc2-c2ccc(S(C)(=O)=O)cc2)cc1,94,85,76,94,73,77,75,89
NNc1nc(-c2cccnc2)nc2c1sc(=S)n2-c1ccccc1,98,90,113,108,73,96,91,87
C[C@H]1C=C(C[C@@H](O)CCCCCCCCCC[C@@H](O)[C@H]2CCC(=O)O2)C(=O)O1,109,115,97,98,89,92,99,115

# Limited to HCC-2998, for some of the entries so far:
mol | HCC-2998
O=C(c1ccc(Cl)cc1)C(NCCO)c1ccc(Cl)cc1 (stereo not drawn) | 101&101
Cc1nn(-c2ccccc2)c(Cl)c1/C=N/NC(=O)Cn1c(=O)sc2ccccc21 | 112
C#Cc1cccc(Nc2ncnc3ccc(NC(=O)c4cccs4)cc23)c1 | 100
COc1cc(-c2nn(C(C)(C)C)cc2-c2ccnc(NCCCNS(=O)(=O)c3cccc(F)c3)n2)ccc1F | 94

# An excerpt from above in order of molecular weight, descending:
SMILES,SF-295,SF-268,SNB-19,HCC-2998,PC-3,SF-539,U251,SNB-75
COC(=O)CNC(=O)[C@H](Cc1ccccc1)NC(=O)[C@@H]1CCCN1C(=O)[C@H](Cc1ccccc1)NC(=O)[C@H](C)NC(=O)OCc1ccccc1,101,89,99,106,99,97,96,81
COc1ccc(-c2cc(-c3cccnc3)nc3sc4c(=O)n(-c5ccc(C)cc5)cnc4c23)cc1OC,101,100,x,109,91,89,103,75
COc1cc(-c2nc(SCCC(C)C)nc(Nc3ccccc3Cl)c2C#N)cc(OC)c1OC,100,86,99,109,81,96,106,89
COc1ccc(-c2ccc(SCC(=O)NCCc3ccc(S(N)(=O)=O)cc3)nn2)cc1,85,103,77,95,82,89,91,x
